# Bioassay records deposited in PubChem by several laboratories.
# GALR2 blocker: GALR2 (human) receptor antagonism | O43603 | GALR2-expressing cells, antagonist mode | inhibition, % at 4 µM | 140,000 tested, 0.39% active; in the data active = inhibition above about 27%;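 also: cells stimulated with galanin 1-16 at roughly its EC80; 0% = agonist challenge control and 100% = basal control without agonist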
# Target sequence (O43603 whole entry, looked up): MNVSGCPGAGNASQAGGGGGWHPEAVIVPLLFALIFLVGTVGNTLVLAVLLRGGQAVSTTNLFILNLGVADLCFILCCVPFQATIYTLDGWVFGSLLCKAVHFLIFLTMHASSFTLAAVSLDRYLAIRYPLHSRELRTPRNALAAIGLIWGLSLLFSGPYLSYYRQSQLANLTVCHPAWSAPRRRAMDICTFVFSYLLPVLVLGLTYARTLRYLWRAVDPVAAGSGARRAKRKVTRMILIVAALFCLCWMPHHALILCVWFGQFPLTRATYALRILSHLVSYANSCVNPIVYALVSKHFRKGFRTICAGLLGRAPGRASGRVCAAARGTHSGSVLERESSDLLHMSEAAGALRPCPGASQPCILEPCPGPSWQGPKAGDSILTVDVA
# Measles CPE: protection of cells from measles virus. Measles virus-infected cells, CPE protection, absorbance. protection (pct of control), % at 4 µM. 140,000 tested, 1.5% active. AID 841; in the data active = protection mostly above about 24%, no sharp cut-off; inactive = mostly below about 26%; also: some compounds called inactive have numbers as strong as hits
# BB579 growth dn: chemicals that inhibit yeast BB579 growth in restrictive medium (lifespan-shortening candidates); S. cerevisiae BB579 growth, OD615, 48 h; inhibition, % at 10 µM; 140,000 tested, 0.51% active; AID 804;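 active = inhibition above a set limit, 3 SD over the mean compound inhibition, cut at about 44% in these data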; also: inactives centre near -24
#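 Detection: OD615 turbidity measurement; Material: Saccharomyces cerevisiae DeaD strain BB579, replicative lifespan model yeast; Timing: 48 h exposure, 30 °C; Doses: single 10 µM dose; Medium: CSMM-D restrictive synthetic medium containing dextrose (glucose); Controls: amphotericin B at 10 µg/mL as positive control.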
# HCT116 PTEN-null: PTEN-deleted cell growth suppression; HCT116 PTEN-null viability, CellTiter-Glo, 60 h; hits give low values; viability, % at 10 µM; 140,000 tested, 1.2% active; AID 827;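 active = viability at or below a set limit, 4 SD under the median of all tested compounds, cut at about 3.7% in these data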;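 also: PTEN knockout HCT116 line with beta catenin targeted HCT116 as companion control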
# NPY-Y2 antag: antagonists of human neuropeptide Y receptor Y2 | NPY-Y2 expressing cells, antagonist mode | inhibition, % at 2.7 µM | 140,000 tested, 0.99% active | AID 793; in the data active = inhibition above about 17%;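 also: 0% = vehicle with agonist challenge and 100% = reference antagonist with challenge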
# Target sequence (P49146 whole entry, looked up): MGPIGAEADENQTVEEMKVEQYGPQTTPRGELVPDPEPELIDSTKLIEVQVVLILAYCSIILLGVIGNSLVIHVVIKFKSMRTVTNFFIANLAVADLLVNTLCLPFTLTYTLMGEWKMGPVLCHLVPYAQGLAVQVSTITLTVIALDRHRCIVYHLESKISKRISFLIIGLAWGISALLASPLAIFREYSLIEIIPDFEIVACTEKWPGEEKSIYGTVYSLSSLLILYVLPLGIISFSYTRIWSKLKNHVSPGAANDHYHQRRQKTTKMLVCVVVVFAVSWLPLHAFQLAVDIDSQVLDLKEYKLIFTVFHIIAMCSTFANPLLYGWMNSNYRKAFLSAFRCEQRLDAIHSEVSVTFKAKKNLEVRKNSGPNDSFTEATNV
# Yeast life ext: yeast lifespan extension; S. cerevisiae growth with nicotinamide, OD615; deaD strain in restrictive glucose medium; inhibition of the nicotinamide effect, % at 10 µM; 130,000 tested, 0.68% active; AID 775;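 active = inhibition above a set limit, placed 3 SD over the median of all compounds, cut at about 26% in these data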;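 also: 0% = nicotinamide-treated wells and 100% = cells grown without nicotinamide; some compounds called inactive have numbers as strong as hits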
#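 Material: Modified budding yeast, DeaD strain | Medium: Restrictive glucose medium | Probe or stimulus: 1.5 mM nicotinamide | Dosing: Single dose 10 µM compound, 0.25% DMSO | Times: 48 h at 30 °C | Technique: OD615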
# Phagocyt inh: inhibitors of macrophage phagocytosis; 110,000 tested, 0.07% active; J774A.1 macrophage IgG-bead phagocytosis, imaging; inhibition, % at 5 µM; AID 1029;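 active = inhibition above the mean of the plate negative controls plus 5 SD, cut at about 13% in these data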;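 also: phagocytic index as fraction of beads internalized from green versus red external bead signal; plate controls were DMSO negative control for no effect and cytochalasin-D positive control for full effect; some results beyond the cut were filed as inactive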
# MRP1 act: activates MRP-1; H69AR cells + doxorubicin, viability rescue, CellTiter-Glo; viability increase, % at 10 µM; 140,000 tested, 0.61% active; AID 799;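 active = viability gain under doxorubicin at or above a set limit, the compound median plus 3 SD, cut at about 4.7% in these data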;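 also: MRP-1 overexpressing cells given doxorubicin 25 µM after compound pretreatment; 18-22 h compound pretreatment then 72 h with doxorubicin before readout; 0% = doxorubicin-only wells and 100% = vehicle-treated cells without doxorubicin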
# bCat KO growth: beta-catenin-lacking colon tumor cell growth suppression | viability, % at 10 µM | HCT116 beta-catenin knockout viability, CellTiter-Glo, 60 h; hits give low values | 140,000 tested, 1.5% active;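 active = viability at or under a set limit, the compound median less 4 SD, cut at about 6% in these data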;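 also: 0% = Hyamine 1622 control at 20 µM and 100% = untreated cell control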
# E-sel TNF inh: blocks E-selectin expression induced by TNF alpha. HUVEC TNFa-induced E-selectin immunofluorescence, high content. 120,000 tested, 0.71% active. inhibition, % at 2 µM;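 active = inhibition above the batch mean plus 3 SD, and confirmed as a hit on visual image review, cut at about 43% in these data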;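 also: 0% = TNF-stimulated DMSO wells and 100% = unstimulated control wells; not every result past the cut was called active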
# * hit, by the source's call; . = not tested or not shown; & = joins results of further samples.
item	Compound	GALR2 blocker	Measles CPE	BB579 growth dn	HCT116 PTEN-null	NPY-Y2 antag	Yeast life ext	Phagocyt inh	MRP1 act	bCat KO growth	E-sel TNF inh
1	CN(C)S(=O)(=O)c1ccc2oc(SCC(=O)NCC(F)(F)F)nc2c1	-4	5	-35	90	1	-11	0	0.6	102	22
2	Cc1cn(C(=O)C(C)N2C(=O)c3ccccc3C2=O)c(C)n1 (configuration not stated)	-13	9	-3	91	2	-3	1	-1.8	99	5
3	Cc1csc2ncc(C(=O)NCc3ccco3)c(=O)n12	3	19	-18	82	3	-11	.	0.1	89	-4
4	O=C(CCN1CCc2ccccc2C1)Nc1ccccc1F	-3	5	-31	101	1	9	.	-3.4	90	-8
5	N/C(=N\OC(=O)c1ccc(Cl)cc1)c1nonc1N	3	3	-28	101	6	-15	0	0.1	94	-26
6	Cc1scc(C(=O)NNC(=S)NC(C)c2ccccc2)c1C (configuration not stated)	-5	17	-35	88	2	0	-2	-2.7	69	-5
7	O=C(N/N=C1/C(=O)c2cccc3cccc1c23)c1ccc(Cl)cc1	-2	9	-45	31	5	-23	0	-4.2	28	-3
8	CCOc1ccccc1CNn1nnnc1N	3	13	-7	97	0	.	.	-2.3	81	-1
9	COc1ccccc1OCC(=O)n1cc(C(=O)c2cc(Cl)cc(Cl)c2O)cn1	-3	4	45*	86	7	-8	-3	-2.6	96	.
10	Cc1ccc(-c2cc(-c3ccccc3)c(C#N)c(Br)n2)cc1	-10	6	-23	51	1	-2	.	-4.2	60	.
11	CC(C)C(OC(=O)C1=Cc2ccccc2OC1)C(=O)NC1CCCC1 (configuration not stated)	7	32	-18	77	4	26	-5	-1.3	75	.
12	CCSc1nc2ccccc2n1CCC(=O)O	1	2	-41	87	10	-2	0	-2.8	88	-13
13	CCC(C)(C)C(=O)Nc1cc([N+](=O)[O-])ccc1F	18	41	-21	98	4	5	0	-2.1	99	.
14	COc1ccccc1/C=N/NC(=O)CCSc1ccccc1	1	4	-16	99	7	-5	-14	-1.4	111	1
15	O=C(Nc1ccccc1)N1CCCN(Cc2ccccc2F)C1	-7	10	-51	99	2	-2	.	-1.7	90	.
16	CCOC(=O)C(NC(=O)c1ccc(OC)cc1)(OCC1(CC)COC1)C(F)(F)F (configuration not stated)	8	4	-51	104	0	-7	1	0.5	102	-11
17	COc1ccccc1N(CC(=O)NC1CCCC1)C(=O)CCC(=O)Nc1cc(C)on1	5	8	-36	96	0	-7	0	-2.2	97	8
18	COc1ccc(C(=O)C2CN(c3ccccc3)CC2c2ccc(Cl)cc2)cc1 (configuration not stated)	10	4	-21	71	0	-17	.	-0.4	78	.
19	CC(=O)NC1C(OCc2ccccc2)OC(CO)C(OC(C)=O)C1OC(C)=O (configuration not stated)	0	21	-21	85	1	0	-6	-0.3	85	6
20	Cn1c(=O)n(Cc2ccc(F)cc2)c(=O)c2c1nc1n2CCCN1Cc1ccccc1	-6	10	-69	63	2	-11	-1	-2.0	56	6
21	COc1ccc(NC(=O)c2cc(-c3cc(C)ccc3O)n[nH]2)cc1Cl	10	15	-22	85	3	-1	0	-0.3	96	15
22	CCCc1n[nH]c2c1/C(=N\O)CCC2	-5	8	8	100	0	-13	4	-1.3	96	8
23	O=C(CCN1C(=O)C2CC=C(Cl)CC2C1=O)NCc1ccccc1 (configuration not stated)	10	5	-25	92	1	.	.	-0.5	99	-33
24	CCn1c(SCc2ccc(C(=O)Nc3nccs3)cc2)nnc1-c1ccc(N)cc1	-16	16	-21	85	6	-22	-3	-4.9	83	-8
25	O=C(Nc1nn(Cc2ccccc2F)cc1Br)c1cccs1	-14	4	-2	83	5	-17	-4	-0.4	79	5
26	CCOC(=O)c1c(C)[nH]c(C)c1C(=O)CSc1nc2ccccc2c(=O)n1-c1ccccc1C	-2	2	9	65	6	5	-2	-4.3	77	-10
27	CCOC(=O)N1CCN(C(=O)c2cccc(NC(=O)c3ccco3)c2)CC1	-9	4	-47	95	0	-15	-3	-1.1	91	-26
28	O=C(COc1ccc(Cl)cc1Cl)NC(=O)N1CCCCC1	-7	10	-34	111	2	-1	6	0.0	106	15
29	Cc1ccc(NC(=O)CCC(=O)NNC(=O)c2cccc([N+](=O)[O-])c2)cc1C	8	8	-74	79	0	-2	0	-0.5	71	48
30	O=C(c1cnn2c1NC(c1ccc(Br)cc1)CC2C(F)(F)F)N1CCN2CCCC2C1 (configuration not stated)	-18	8	-43	48	4	-20	0	-2.7	44	18
31	CCC(=O)Nc1c2c(nn1-c1ccccc1C)CSC2	2	9	-10	97	4	0	.	-2.2	98	12
32	CCOC(=O)c1csc(NC(=O)Nc2cccc(OC)c2)n1	8	9	0	92	-1	1	-7	2.5	91	0
33	CCN1C(=S)SC(=O)C1=C1C=C(C)N(CCO)C(C)=C1	6	3	-23	93	2	-3	-1	-0.2	94	-23
34	CCOC(=O)c1c(-c2cccs2)csc1NC(C)=O	1	14	-34	87	8	.	.	-0.3	88	3
35	O=c1c(CN2CCN(c3ccccn3)CC2)coc2ccccc12	-1	2	4	97	1	0	-2	-2.1	91	15
36	CCN1C(=O)C(NC(C)=O)c2cc(Br)ccc21 (configuration not stated)	6	1	-1	79	9	-5	1	-4.1	87	7
37	O=C(COc1cccc(OC(F)F)c1)Nc1ccc(SC(F)F)cc1	-2	15	-74	101	10	-15	3	-0.6	107	4
38	Cc1nn(CC(=O)NC(C)c2ccccc2)c(=O)c2ccccc12 (configuration not stated)	-3	6	26	107	-1	-4	-1	1.6	92	13
39	O=C(N1CCOCC1)N1CCC(n2nnc3ccccc32)CC1	2	11	2	107	0	-12	0	-0.4	93	-12
40	Cc1ccc(-c2nc3ccccc3s2)cc1NC(=S)NC(=O)/C=C/c1ccco1	-2	0	-53	7	0	-16	8	-6.0	7	26
41	CCOC(=O)C1=C(C)NC(=S)NC1c1ccc(-c2cccc(Cl)c2C)o1 (configuration not stated)	-1	10	9	35	-3	-2	.	-4.0	28	-21
42	CCOC(=O)C1CCCN(c2c(NCC3CCCN3CC)c(=O)c2=O)C1 (configuration not stated)	7	20	0	102	0	-8	.	0.2	89	28
43	CCN1CCN(S(=O)(=O)c2cccc([N+](=O)[O-])c2)CC1	-3	17	-70	104	3	-18	0	-0.5	98	11
44	CC(C)(C)n1nc2c(c1NC(=O)COc1ccc3ccccc3c1)CS(=O)(=O)C2	4	2	-34	75	2	2	0	-0.9	86	-10
45	CC(C)(C)c1cc(/C=N/NC(=O)Cc2nc3ccccc3[nH]2)cc(C(C)(C)C)c1O	11	1	-67	85	-1	-4	-1	-1.3	94	-2
46	COC(=O)C(CC(C)C)Oc1ccc2c(C)cc(=O)oc2c1 (configuration not stated)	-6	8	8	97	5	-23	-5	-2.9	96	-5
47	COc1ccccc1NC1=NC(c2ccc(Cl)cc2)N=C(N)N1 (configuration not stated)	-28	4	-2	14	7	-19	1	-5.3	13	38
48	CCOC(=O)N1CCC(NC(=O)c2ccc3c(=O)n4c(nc3c2)CCCC4)CC1	-7	.	-33	94	-1	-16	-1	-0.8	106	64*
49	COc1ccc(C2CC(=O)C=C(NC3CCCC3)C2)cc1 (configuration not stated)	2	8	-5	96	2	.	.	-1.0	96	-29
50	CCC1=NN(C(=O)C(=O)Nc2ccc(OC)cc2)C(O)(C(F)(F)F)C1 (configuration not stated)	-9	5	-20	88	5	-17	-1	-3.1	86	-8
51	COCCNC(=O)c1ccc(C)c(S(=O)(=O)Nc2ccc(C)cc2)c1	-7	21	-26	98	2	-2	-1	-2.6	95	-5
52	O=C1CCC(C(=O)N(Cc2ccco2)C2(C(=O)NC3CCCC3)CCCCC2)N1 (configuration not stated)	3	3	1	76	23*	-7	0	-0.2	70	0
53	O=C(NC1CCCc2ccccc21)C1CCN(S(=O)(=O)c2cccc3nsnc23)CC1 (configuration not stated)	-13	10	-55	99	2	3	-1	-1.0	95	.
54	Cc1cc2ncn(S(=O)(=O)N3CCCCC3)c2cc1C	-4	5	-18	90	6	4	0	-0.8	90	-10
55	O=C(Oc1ccc([N+](=O)[O-])cc1)c1ccc2ccccc2n1	12	12	-34	92	2	76*	0	-1.7	84	20
56	O=C(CCC(=O)N1CCc2ccccc21)Nc1ccccc1	6	10	-9	81	3	-11	-1	-1.4	89	-11
57	Cc1nc(SCC(=O)NCc2ccc(F)cc2)c2c(=O)n(C)c(=O)n(C)c2n1	4	5	5	98	0	-6	1	-2.5	91	-18
58	Cc1nn(-c2ccccc2)c2c1C(O)n1c(nc3ccccc31)S2 (configuration not stated)	24	13	-13	75	2	-5	0	-2.7	74	-36
59	COc1cc2c(C(=O)N3CCN(C)CC3)c(C)oc2cc1Br	12	2	-9	88	6	-3	0	-1.1	96	-3
60	CC(C)C(=O)Nc1ccc(C(=O)N2CCN(C(=O)c3ccco3)CC2)cc1	17	9	-16	111	2	-11	-1	-1.3	96	-8

# Further entries.
item	Compound	GALR2 blocker	Measles CPE	BB579 growth dn	HCT116 PTEN-null	NPY-Y2 antag	Yeast life ext	Phagocyt inh	MRP1 act	bCat KO growth	E-sel TNF inh
61	CC(=O)N1N=C(c2cccc(Cl)c2)OC1c1ccc(C(C)C)cc1 (configuration not stated)	-8	9	-55	92	6	0	0	1.6	93	14
62	CC(=O)c1ccc(N2Cc3ccccc3C2=NC(=O)c2cccs2)cc1	9	8	-44	86	5	2	-6	-2.5	93	-21
63	Oc1c(Cl)cc(Cl)cc1/C=N/c1nccs1	2	4	-30	113&97	4	25	2	-0.8	97	-14
64	CCn1c(=N)n(CC(=O)c2ccco2)c2ccccc21	18	4	4	52	3	-12	-1	-5.3	61	-17
65	C/C(CCc1ccc2c(c1)OCO2)=N\N=C1\NC(=O)CC(C(=O)Nc2ccccc2)S1 (configuration not stated)	-1	12	-17	93	6	-23	.	-2.6	91	7
66	Cc1c(C#N)c2ccccc2n1CC(=O)NC(C)c1ccccc1 (configuration not stated)	7	39	-20	70	6	-5	-1	-3.3	74	32
67	CCCCC1=NN2C(=N)CC(=O)N=C2S1	1	25	-25	109	2	-7	.	-0.5	113	1
68	CCn1c(COc2ccc(C)cc2)nnc1SCC(=O)NNC(=O)c1ccc(OC)cc1	-21	30	3	101	0	1	-9	-2.0	90	.
69	O=C(N/N=C/c1ccc(F)cc1)c1c(O)c2ccccc2[nH]c1=O	0	0	-8	11	5	57*	-13	-4.6	13	.
70	COCCNC(=O)c1ccc(NS(=O)(=O)c2cc(C)ccc2C)cc1	4	8	-7	100	-2	-11	2	0.4	93	-4
71	CCc1ccc2c(c1)C1(NN=C(c3ccccc3)S1)C(=O)N2 (configuration not stated)	28*	10	95*	6	-2	.	.	-5.6	4.2*	-41
72	Cc1occc1C(=O)OCC(=O)Nc1ccc(F)cc1	10	22	-46	106	4	-12	0	1.4	87	.

# Compounds were not picked by outcome; about 6.4% have a hit in one of these screens.
